Screening results (PubChem)
D2 potentiator – D2 dopamine receptor (human) potentiation. P14416. HEK293 T-REx D2, calcium flux, EC20 dopamine potentiation. hit rate 0.34% among 340,000. potentiation, % at 10 µM. AID 485347;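 active means potentiation over 3 SD above the plate norm, cut at about 30% in these data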; further: 0% is about no effect
Target sequence (P14416 whole entry, looked up): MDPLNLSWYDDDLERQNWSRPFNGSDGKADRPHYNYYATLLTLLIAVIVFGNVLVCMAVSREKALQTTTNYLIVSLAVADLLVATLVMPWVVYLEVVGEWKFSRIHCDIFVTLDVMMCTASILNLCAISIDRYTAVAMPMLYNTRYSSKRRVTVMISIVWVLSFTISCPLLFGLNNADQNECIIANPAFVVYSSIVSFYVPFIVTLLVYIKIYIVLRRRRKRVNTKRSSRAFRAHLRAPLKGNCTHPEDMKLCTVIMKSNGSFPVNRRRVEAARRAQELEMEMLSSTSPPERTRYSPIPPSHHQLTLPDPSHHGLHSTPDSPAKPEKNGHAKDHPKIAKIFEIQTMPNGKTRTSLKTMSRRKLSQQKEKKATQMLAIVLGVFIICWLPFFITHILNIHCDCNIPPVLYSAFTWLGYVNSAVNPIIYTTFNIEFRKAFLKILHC
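Tetracycline-induced HEK293 T-REx cells force-coupled to calcium signalling expressed D2; compounds were pin-added after a 10 s baseline, read kinetically 180 s, then an EC20 dopamine challenge followed with a further 180 s calcium read.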
RXFP1 agonist – activates the human relaxin receptor RXFP1. hit rate 0.3% among 370,000. HEK293T-RXFP1 cAMP TR-FRET, 30 min; response scale: percent of porcine relaxin response, buffer zero. Q9HBX9. Potency, µM (top dose mostly 57.5 µM), for inactives: top-dose activation, usual class: activators; further: potency means the concentration at half of the fitted maximal effect; on the % scale 0 is the no-effect control and ±100 the full control effect; nearly all actives have a fitted effect of over 60% in size; many of its hits are not listed in these tables
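Agonist response is measured as cAMP accumulation in an RXFP1-transfected HEK293T line under PDE4 inhibition. Values are scaled between buffer-only and 29 nM porcine relaxin, and EC50s come from standard Hill equation fits.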
Vif-A3F inh – Vif-A3F binding inhibition. HeLa A3F-eYFP + Vif (tagged APOBEC3F with the HIV-1 protein that degrades it), YFP fluorescence increase. Potency, µM (titrated, usually from 46.1 µM), for the others: top-dose activity, negative = active. hit rate 0.2% among 390,000. AID 602313; further: potency means the concentration at half of the fitted maximal effect; % of control where 0% means no effect; nearly all actives have a fitted effect of over 65% in size
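HeLa cells stably expressing A3F-eYFP plus Vif, plated and incubated overnight at 37 deg C, then exposed to compounds overnight at 37 deg C. Blocked degradation read as raised yellow fluorescence (Ex 488/Em 500-530).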
D1 ag – agonists of human D1 dopamine receptor; HEK293 T-REx D1 cells, calcium flux, agonist mode; activation, % at 2 µM; hit rate 1% among 360,000; in the data active means activation above about 30%; further: 0% is about no effect
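Inducible HEK293 T-REx D1 cells, force-coupled to calcium signalling, were plated at 4000 cells/well with tetracycline and held overnight at 30 C. After no-wash calcium dye loading, compound-evoked calcium rise over 180 s flagged agonists.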
LDHA inh – inhibitors of human lactate dehydrogenase A; purified LDHA, NADH/diaphorase-resazurin fluorescence; active compounds read low; activity change, % (values are at about 110 or 230 µM); hit rate 0.15% among 480,000; in the data active means activity change below about -30%; inconclusive means mostly about -25% to -30%;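 further: plate controls were DMSO wells for no effect and wells without enzyme for full effect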
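LDH5 2 nM; NADH 0.06 mM, pyruvate 0.2 mM; 200 mM Tris pH 7.4, EDTA, Tween-20; 5 min RT. Detection: diaphorase 0.133 mg/mL + resazurin 37 µM, fluorescence ex540/em590 at 0 and 20 min; normalized to enzyme-free and DMSO wells.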
D1 antag – blocks dopamine activation of the human D1 receptor. P21728. HEK293 TREx D1 cells, calcium flux, dopamine EC80; active compounds read low. activity change, negative = inhibition, % at 10 µM. hit rate 3.2% among 360,000; in the data active means activity change below about -30%; further: on the % scale 0 is the no-effect control and ±100 the full control effect
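Tetracycline-induced HEK293 Trex D1 cells, force-coupled to calcium, dye-loaded; compounds added and read 180 s, then EC80 dopamine added and calcium flux tracked kinetically another 180 s.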
Glioma ERSR ind – inducers of ER stress response in human glioma cells. U87-MG GRP78 promoter luciferase reporter, 16 h. AID 602332. hit rate 0.02% among 420,000. Potency, µM, without a hit: at the highest dose activation, hits mostly activators; further: potency means the concentration at half of the fitted maximal effect; series mostly up to about 76 µM; % of control where 0% means no effect; nearly all actives have a fitted effect of over 35% in size
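ERSR induction read as luciferase luminescence (Bright-Glo, 10 min at room temperature) in stably transfected human U87-MG glioma cells exposed to compounds for 16 h, using GRP78 as sensor.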
D1 potentiator – potentiators of human D1 dopamine receptor; P21728; HEK293 TREx D1 cells, calcium flux, dopamine EC20 potentiation; potentiation, % at 10 µM; hit rate 0.036% among 360,000; AID 504651; in the data active means potentiation above about 30%; further: 0% is about no effect
Vif-APOBEC3G blk – Vif-A3G binding inhibition; Q9HC16; HeLa A3G-eYFP + Vif (tagged APOBEC3G with the HIV-1 protein that degrades it), YFP fluorescence, overnight; Potency, µM (highest dose often 46.1 µM), inactives show at the top dose activity, negative = active, most hits filed as inhibitors; hit rate 0.076% among 410,000; AID 602310;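 further: potency means the concentration at half of the fitted maximal effect; on the % scale 0 is the no-effect control and ±100 the full control effect; nearly all actives have a fitted effect of over 60% in size; hits raise eYFP signal because A3G escapes Vif-driven loss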
Target sequence (Q9HC16 whole entry, looked up): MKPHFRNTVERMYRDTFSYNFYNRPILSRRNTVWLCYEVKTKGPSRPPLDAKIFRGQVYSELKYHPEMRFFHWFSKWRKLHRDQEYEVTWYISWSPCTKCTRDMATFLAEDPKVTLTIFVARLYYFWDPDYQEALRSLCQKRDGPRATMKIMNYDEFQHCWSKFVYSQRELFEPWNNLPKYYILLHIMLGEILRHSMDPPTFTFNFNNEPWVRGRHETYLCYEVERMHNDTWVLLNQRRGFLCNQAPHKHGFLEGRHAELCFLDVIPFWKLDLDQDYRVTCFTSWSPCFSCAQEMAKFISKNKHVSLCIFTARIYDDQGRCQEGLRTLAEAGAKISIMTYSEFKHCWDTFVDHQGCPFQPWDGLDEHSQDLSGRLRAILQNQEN
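Read-out is eYFP fluorescence (Ex 488/Em 500-530) from Vif-expressing HeLa A3G-eYFP cells; more signal means A3G escaped Vif-mediated degradation. Cells plated overnight, compound pinned in, incubated overnight at 37 deg C.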
Starred values were filed as active, the others as inactive; ? = inconclusive; / = no result given; & = joins results of further samples. Unless noted, the call rests on the fitted dose curve; in most records, active means well fitted curve in the direction sought with a large enough effect; inconclusive means small, poorly fitted or top-dose-only effect, or another doubt; inactive means no such curve, though single readings can be large; an effect the other way counts as inactive or inconclusive. Only part of the results is shown; rates above refer to the full screens.

Order of results – D2 potentiator, RXFP1 agonist, Vif-A3F inh, D1 ag, LDHA inh, D1 antag, Glioma ERSR ind, D1 potentiator, Vif-APOBEC3G blk
Cc1nc(N(C)Cc2ccccc2)c2nnn(Cc3ccccc3)c2n1
  -1, -0.9%, 5%, 9, 4, 3, -5%, 1, 0%
CCC(CC)c1nnc(NC(=O)CCc2ccccc2OC)s1
  -2, 5.9%, 9%, 2, -4, 11, -5%, -7, -2%
c1ccc(-c2ncc(-c3ccn[nH]3)s2)cc1
  5, 5.7%, -1%, 5, -4, 2, -7%, -3, -3%
COC(=O)CSc1nnc(-c2ccccc2O)n1-c1ccc(C)cc1
  27, 1.2%, -8%, 4, 11, -2, -7%, 7, 1%
Cc1cc(C)nc(NCCO)n1
  -8, -1.0%, -3%, 4, -2, -7, -5%, -3, 0%
N#Cc1ccc(Cn2c(=O)c(C#N)c3n(c2=O)CCC3)cc1
  -4, -1.6%, 0%, 3, -4, 5, -1%, -6, -2%
CCOC(=O)c1c(C)oc2ccc(OCC(N)=O)cc12
  -5, 1.2%, 0%, 2, -3, 8, 2%, 6, 0%
COC(C[C@@H](O)C[C@H](O)[C@H](C)OCc1ccccc1)OC
  /, /, -7%, /, -5, /, -1%, /, 0%
CC(NC(=O)Cn1c(=O)[nH]c2ccsc2c1=O)C12CC3CC(CC(C3)C1)C2 (configuration not stated)
  -5, 0.5%, -6%, 0, 1, 1, -2%, 5, 1%
Cc1ccc(S(=O)(=O)N2CCN(C(=O)CN3C(=O)c4ccccc4C3=O)CC2)c(C)c1
  7, 2.2%, -3%, 2, -2, -13, -3%, -6, -2%
O=C(COC(=O)c1ccc2c(=O)n3c(nc2c1)CCC3)NC1CCS(=O)(=O)C1 (configuration not stated)
  /, 6.0%, 0%, 2, -4, -4, -4%, 0, 4%
Cc1cc(C(=O)Nc2cccc(-c3ccc(N4CCOCC4)nn3)c2)ccc1[N+](=O)[O-]
  4, 0.3%, 7%, 3, -7, -11, 4%, -1, -9%
COC(=O)c1cc2sccc2n1Cc1ccc(F)cc1
  4, 11%, -7%, 9, 6, -28, 0%, -2, -7%
CC(=O)Nc1ccc(Oc2cc(C#N)c(C#N)cc2N2CCCCCC2)cc1
  -3, -2.3%, 1%, 8, -3, 19, -6%, -5, 3%
CCC(=O)Nc1nc(C)c(C(=O)Nc2cccc(Cl)c2)s1
  -2, 4.6%, 1%, 7, 1, 5, -3%, 2, -27%
CCOC(=O)N1CC(C)N(C(=S)Nc2ccccc2)CC1C (configuration not stated)
  /, /, 1%, /, 1, /, -1%, /, 4%
COc1ccccc1-c1cc2nc(-c3ccccc3)cc(N3CCN(C(=O)c4ccco4)CC3)n2n1
  /, /, -6%, /, 1, /, -5%, /, -13%
O=C(Nc1nc2ccccc2s1)Nc1ccc([N+](=O)[O-])cc1Cl
  -10, 1.0%, /, 1, /, -29, /, -4, /
Cc1cc(C(C)(C)C)ccc1OCCn1ccnc1
  /, 0.8%, 4%, 9, -15, -6, -3%, -6, 1%
COC(=O)COc1ccc(S(=O)(=O)N2CCN(c3ccc(OC)cc3)CC2)cc1
  /, -2.2%, 3%, 4, -8, -5, 0%, -4, -1%
O=C(CN1C(=O)NC2(CCCCCCC2)C1=O)NCc1ccccc1
  /, /, -4%, /, -2, /, 0%, /, 1%
O=S1(=O)CCC(NCC2CCCO2)C1 (configuration not stated)
  4, 0.5%, 4%, 4, -11, -18, -2%, -8, -4%
CCOc1ccc(CCNC(=O)COn2nnc3ccc(S(=O)(=O)N4CCOCC4)cc32)cc1OCC
  -6, 0.2%, 2%, 0, -15, -8, 3%, -5, -2%
COc1ccccc1CNc1ccc(-c2nc(C)no2)cc1[N+](=O)[O-]
  /, 4.5%, ?, 24, 0, -17, -7%, -2, -11%
Cc1ccc(-c2ccc(S(=O)(=O)N3CCN(C)CC3)cc2)cc1
  10, 0.4%, 3%, 0, -4, 22, 0%, -14, 1%
O=C(N/N=C/c1ccc(Cl)c([N+](=O)[O-])c1)C1CC1
  1, 0.6%, 0%, 2, -3, -11, 2%, -5, 1%
COCCN1C(=O)N(c2cccc(OC)c2)C(=O)C1CC(=O)Nc1ccc(Cl)cc1 (configuration not stated)
  6, -2.3%, 0%, -2, -5, -7, -6%, 0, -2%
CCN1C(=O)[C@H]2[C@@H](c3ccc(C(F)(F)F)cc3)N[C@]3(CCCN(Cc4ccc(F)cc4)C3=O)[C@H]2C1=O
  /, /, -3%, /, -3, /, -8%, /, 2%
COc1cc(/C=N/n2cnnc2)ccc1OC(=O)c1ccncc1
  7, 0.2%, 0%, 3, -5, -20, -10%, -9, 2%
Clc1ccc(Cn2cc(/C=N/n3cnnc3)c3ccccc32)cc1
  5, -0.3%, -2%, 1, -10, -24, 0%, -2, -7%
Cc1ccc(C(c2nnnn2C2CCCC2)N2CCN3CCCC3C2)cc1 (configuration not stated)
  -4, -2.8%, -2%, 3, 2, 6, -3%, -6, 0%
CCN(CC)c1cc(C(F)(F)F)nc(-c2ccccn2)n1
  0, 1.1%, 0%, 2, 2, 12, -1%, -5, -8%
COc1ccnc(Oc2ccc(F)cc2)c1C#N
  5, -2.3%, 13%, 1, -5, -6, -1%, -5, 0%
C[C@H](O)[C@@H]1C(=O)N2CCc3c([nH]c4ccccc34)[C@@H]2C[C@@H]1N(C)C(=O)Nc1ccc(F)cc1
  /, /, -8%, /, -19, /, -3%, /, -6%
CCOC(=O)CNC(=O)Cn1cnc2c(nnn2-c2ccc(F)cc2)c1=O
  -5, 17%, -6%, 5, -4, 8, -4%, -5, 0%
O=C(N[C@H](Cc1ccc(Cl)cc1)C(=O)O)OCC1c2ccccc2-c2ccccc21
  /, 2.4%, -2%, 2, 2, -11, 11%, -5, -5%
COc1ccc(C2/C(=C(/O)c3ccc4c(c3)CC(C)O4)C(=O)C(=O)N2CCN2CCOCC2)cc1OC (configuration not stated)
  9, 6.7%, -10%, 1, -7, 1, -3%, -4, 0%
COc1ccc(-c2cc3nc4c(c(N5CCC6(CC5)OCCO6)n3n2)CCC4)cc1
  16, -0.1%, 2%, 0, -3, -14, 0%, -8, 3%
COCCN(CCOC)c1nc(N)c2c(N)nc3c(c2c1C#N)CC(=O)N3Cc1ccc(Cl)cc1
  -5, 3.8%, 2%, 2, -6, 1, -5%, -6, 0%
Cc1cccc(-n2ncc3c(Nc4c(C)cc(C)cc4C)ncnc32)c1
  22, -1.4%, -5%, 5, 6, -9, 0%, 2, ?
COc1ccc(OC)c(S(=O)(=O)NC(C)(C)C)c1
  4, 0.2%, -8%, 2, 1, 3, -3%, -1, 1%
CCOC(=O)C1=C(C)NC(=O)NC1c1ccc(Cl)cc1Cl (configuration not stated)
  -5, 0.2%, -15%, 3, -3, -13, -5%, 13, -2%
Cc1cccc(NC(=S)NN2CCN(C)CC2)c1
  6, -1.0%, 1%, 8, -1, 1, -1%, -8, 0%
CCn1c(=O)cc(SCC(=O)NCc2ccc(C)cc2)c2ccccc21
  -8&0, 16%&8.6%, 1%&-4%, 1&2, -8&-4, -1&2, -2%&-3%, -2&-1, -14%&-22%
COc1cc(Cl)ccc1OCc1cc(C(=O)N2CCN(C3CCCCC3)CC2)no1
  /, /, 6%, /, -2, /, -1%, /, 2%
CCOc1ccccc1OCCCC(=O)N1CCN(S(=O)(=O)c2cccc(F)c2)CC1
  -6, -1.9%, -6%, 1, -14, -20, -3%, 11, -2%
COc1ccc2c(c1)O/C(=C\c1sccc1C)C2=O
  -2, -0.1%, -9%, 4, 0, 6, 1%, 4, 0%
Cc1cccc(/C=N/NC(=O)c2c(-c3ccccc3)noc2C)c1O
  -2, -0.5%, -13%, 4, 0, -8, -6%, -6, 0%
O=C(N/N=C1\CCSc2ccc(F)cc21)c1cccnc1
  -19, -0.2%, 3%, 5, -3, 6, -1%, 4, -4%
Cc1cc(C)n2nc(SCC(=O)NC3CCCCC3C)nc2n1 (configuration not stated)
  0, 14%, ?, 5, -1, 11, -4%, 3, 0%
O=C(CSc1nc2ccccc2[nH]1)N/N=C/c1ccco1
  /, -0.8%, 0%, 0, -4, -7, 9%, -5, 0%
CCOc1ccc(/C=C2\SC(=S)N(CCC(=O)N(CCO)c3ccccc3)C2=O)cc1
  -5, 1.8%, 0%, 9, -2, -31*, -9%, -3, 0%
Cc1cc(C)cc(OCC(=O)OCC(=O)NC2CCCCCC2)c1
  -11, 1.3%, -6%, 2, -1, -5, -7%, -5, -4%
COC(=O)c1sc(N/N=C/c2ccc(C(C)C)cc2)nc1C
  -1, -2.4%, 18%, 3, 5, -37*, 4%, /, 2%
Cc1cc(=O)oc(C)c1C(=O)NCCc1ccc(F)cc1
  -2, 0.7%, 1%, 2, -4, 5, -5%, 2, 2%
Cc1nccn1CCCNC(=O)c1nc(Cn2cc([N+](=O)[O-])cn2)no1
  -1, -1.0%, 11%, 8, -6, -3, -2%, /, 0%
CN1CCN(CCCNC(=O)Nc2ccc([N+](=O)[O-])cc2)CC1
  1, 1.5%, 14%, 7, 1, -4, -3%, 13, 2%
Cc1oc(-c2ccc(Cl)cc2)nc1CN1CCC(C(=O)NCc2cccnc2)CC1
  -1, -0.2%, 5%, 8, -17, 5, -1%, -7, 1%
